Source: PubChem (several laboratories)
TNAP inh hi DEA – inhibitors of human TNAP at high phosphate acceptor concentration | inhibition, % at 20 µM | 200,000 compounds, 0.03% hits | purified TNAP, CDP-star luminescence, 1 M DEA | P05186 | AID 1135;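 active means over 50% inhibition of tissue-nonspecific alkaline phosphatase at 20 µM in the single-dose screen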;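 further: plate controls were DMSO wells for no effect and EDTA-quenched wells as full inhibition for full effect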
Target sequence (P05186 whole entry, looked up): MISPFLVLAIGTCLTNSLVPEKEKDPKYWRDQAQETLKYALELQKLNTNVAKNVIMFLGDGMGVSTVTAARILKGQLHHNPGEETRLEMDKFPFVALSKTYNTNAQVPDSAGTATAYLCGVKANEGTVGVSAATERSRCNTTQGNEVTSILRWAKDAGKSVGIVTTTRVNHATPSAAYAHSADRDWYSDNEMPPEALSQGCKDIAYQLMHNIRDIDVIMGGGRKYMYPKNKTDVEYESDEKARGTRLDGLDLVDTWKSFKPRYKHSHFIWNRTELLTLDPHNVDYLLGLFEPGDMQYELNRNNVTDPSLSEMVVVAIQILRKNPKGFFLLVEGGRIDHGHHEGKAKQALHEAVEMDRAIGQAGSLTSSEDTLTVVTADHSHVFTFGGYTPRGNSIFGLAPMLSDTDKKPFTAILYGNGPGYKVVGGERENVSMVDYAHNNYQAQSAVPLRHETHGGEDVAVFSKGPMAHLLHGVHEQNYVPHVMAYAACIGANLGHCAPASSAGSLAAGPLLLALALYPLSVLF
TNAP act hiacc – increases human TNAP activity under high phosphate acceptor concentration; purified TNAP, CDP-star luminescence, 1 M DEA, 30 min; active compounds read high; 0 = EDTA background, 1 = DMSO-only activity; AID 1136; activation factor at 20 µM; 200,000 tested, under 10 active;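 active means activation factor at least 2 at 20 µM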
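Assay system: human TNAP; Input: enzyme diluted 1/800 final; Reagent: CDP-star luminogenic substrate at 100 µM final; Timing: 30 min, room temperature; Signal: luminescence; Evaluation: TNAP activation factor scaled between EDTA and DMSO control wells.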
Efa HMGR inh – inhibitors of class II HMG-CoA reductase from Enterococcus faecalis | purified E. faecalis HMGR, NADPH absorbance 340 nm kinetic | inhibition, % at 10 µM | 190,000 compounds, 0.41% hits | AID 1066;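 active means inhibition above a set limit, the median over all tested compounds plus 3 SD, cut at about 9.5% in these data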;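 further: enzyme runs in reverse so mevalonate oxidation gives rising NADPH absorbance; 0% = complete reaction with DMSO and 100% = background rate lacking mevalonate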
SRC2 TRFRET art – counter-screen for PPARgamma SRC-2 recruitment agonists: TR-FRET artefact; TR-FRET ratio at 8 µM; 200,000 compounds, 0.4% hits; active compounds read high; in the data active means TR-FRET ratio above about 2000; further: inactives centre near 1500
bIAP activator – increases bovine intestinal alkaline phosphatase activity. purified bovine IAP, CDP-star luminescence, 30 min; active compounds read high; fold of DMSO-control signal, blank-subtracted. activation factor at 20 µM. 200,000 compounds, 0.17% hits;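 active means activation factor of 2 or more at 20 µM, a signal rise over negative controls twice the positive control's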
PPARg SRC-2 ag – PPARgamma-driven SRC-2 recruitment agonism | PPARgamma LBD-SRC-2 recruitment, biochemical | 200,000 compounds, 0.34% hits | P37231 | AID 1032 | activation, % at 8 µM; in the data active means activation above about 22%;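 further: 0% = vehicle and 100% = reference agonist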
Target sequence (P37231 whole entry, looked up, the tested form may be a part): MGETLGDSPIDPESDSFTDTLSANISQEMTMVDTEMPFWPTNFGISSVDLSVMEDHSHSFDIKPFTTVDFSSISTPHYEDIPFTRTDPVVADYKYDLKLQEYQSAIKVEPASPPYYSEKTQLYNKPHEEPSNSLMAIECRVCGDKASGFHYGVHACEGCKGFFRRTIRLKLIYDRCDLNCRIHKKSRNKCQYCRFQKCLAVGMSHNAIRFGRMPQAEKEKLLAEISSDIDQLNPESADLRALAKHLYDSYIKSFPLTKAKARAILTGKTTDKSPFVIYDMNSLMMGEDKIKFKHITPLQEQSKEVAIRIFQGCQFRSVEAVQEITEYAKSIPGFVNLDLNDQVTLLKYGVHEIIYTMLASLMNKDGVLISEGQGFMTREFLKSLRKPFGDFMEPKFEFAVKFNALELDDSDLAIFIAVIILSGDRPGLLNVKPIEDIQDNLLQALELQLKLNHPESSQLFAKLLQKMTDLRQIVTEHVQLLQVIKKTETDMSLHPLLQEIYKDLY
TNAP inh noacc – inhibitors of human TNAP without phosphate acceptor | P05186 | purified TNAP, CDP-star luminescence, 30 min | inhibition, % at 20 µM | 200,000 compounds, 0.26% hits;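 active means tissue-nonspecific alkaline phosphatase inhibition above about 50% at 20 µM in the single-dose screen, limit read from the data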;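 further: 0% = DMSO negative control and 100% = EDTA positive control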
PPARg SRC3 recr – PPARgamma-driven SRC-3 recruitment agonism; P37231; biochemical PPARgamma/SRC-3 coactivator recruitment assay; activation, % at 8 µM; 200,000 compounds, 0.26% hits; AID 731; in the data active means activation above about 23%;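 further: 0% = DMSO and 100% = reference agonist; some compounds past the cut are filed as inactive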
bIAP inhibitor – blocks bovine intestinal alkaline phosphatase activity; purified bovine IAP, CDP-star luminescence, 30 min; inhibition, % at 20 µM; AID 1019; 190,000 tested, under 10 active;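 active means over 50% inhibition of intestinal alkaline phosphatase at 20 µM in the single-dose screen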
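System: Purified bovine intestinal alkaline phosphatase (IAP) enzyme | Input: IAP diluted 1/65,000,000 in the well | Also added: CDP-star chemiluminescent phosphatase substrate, 30 µM final | Dosing: 20 µM single dose | Times: Enzyme reaction for 30 min at room temperature | Detection: Luminescence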
PPARg SRC-1 ag – agonists of human PPARgamma SRC-1 coactivator recruitment; P37231; AID 631; activation, % at 8 µM; 200,000 compounds, 0.41% hits; PPARgamma-SRC-1 coactivator recruitment biochemical assay; in the data active means activation above about 19%;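 further: 0% = DMSO and 100% = reference agonist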
The depositor's hits bear a star.

SMILES | TNAP inh hi DEA | TNAP act hiacc | Efa HMGR inh | SRC2 TRFRET art | bIAP activator | PPARg SRC-2 ag | TNAP inh noacc | PPARg SRC3 recr | bIAP inhibitor | PPARg SRC-1 ag
O=C1CCCC2(O)C1C(c1cccc(Br)c1)NC(=O)N2Cc1ccccc1 (stereo not given) | 1 | 1 | -4 | 1539 | 1 | 2 | -3 | -4 | -2 | 1
CCC(C)(C)NC(=O)C(c1cccn1C)N(Cc1ccc(OC)cc1)C(=O)Cn1nnc2ccccc21 (stereo not given) | -2 | 1 | -2 | 1581 | 1 | -5 | -10 | 9 | 4 | 5
COc1cc2nc(CN(C)Cc3ccc(C(C)(C)C)cc3)[nH]c(=O)c2cc1OC | -2 | 1 | -12 | 1497 | 1.2 | 3 | -44 | -4 | -17 | -8
Cc1cc(=O)oc2cc(OCC3CC(c4ccc(Br)cc4)=NO3)ccc12 (stereo not given) | -3 | 1 | -3 | 1436 | 0.9 | 5 | 0 | -1 | 6 | -10
COc1cc(NC(=S)NC(C)(C)C)c(OC)cc1Cl | -5 | 1 | -1 | 1542 | 0.8 | -1 | -10 | 5 | 19 | 11
CC(C)(C)c1nnc(NC(=O)c2cc(-c3ccccc3)nc3ccccc23)s1 | -2 | 1 | -1 | 1536 | 1.1 | -8 | -9 | 3 | -11 | -5
CSc1ccc(NC(=O)Nc2cccn(Cc3ccccc3F)c2=O)cc1 | -1 | 1 | 7 | 1650 | 1.1 | 5 | -8 | 0 | -9 | 2
CCCC(=O)Nc1ccc(Cl)c(NC(=O)C(C)(C)C)c1 | -4 | 1 | 3 | 1578 | 1 | -4 | -11 | 1 | 5 | -4
CCOC(=O)C(Cc1c(F)cccc1Cl)c1ccnc2nc(N)nn12 (stereo not given) | -4 | 1 | 2 | 1506 | 1.1 | 4 | -8 | 5 | -8 | 2
Cc1cccc(OC(=O)NCCOC(=O)N(O)c2ccc(Cl)cc2)c1 | 3 | 1 | -2 | 1729 | 0.9 | 11 | 6 | -2 | 8 | 4
COc1ccc2[nH]c(C)c(CCNC(=S)Nc3cc(C)ccc3C)c2c1 | -1 | 1 | 0 | 1714 | 1 | 9 | -8 | 2 | 0 | -1
COc1cc(CN(C(=S)NCC(=O)O)C2CCCC2)cc(OC)c1OC | 0 | 1 | 0 | 1439 | 0.8 | -1 | -7 | -4 | 24 | -8
O=C(CSCc1c(Cl)cccc1Cl)Nc1ccc2c(c1)OCCO2 | -3 | 1 | 1 | 1606 | 1 | -2 | -24 | -4 | -2 | 5
Cc1nnc(SCC(=O)N(C(C)C)C(C)C)[nH]c1=O | -3 | 1 | -5 | 1653 | 0.9 | 6 | -6 | 3 | 9 | 4
O=C(COc1ccccc1)NC(=S)Nc1cccc(NC(=O)c2ccccc2Cl)c1 | -2 | 1 | -3 | 1488 | 0.9 | 5 | -7 | 2 | 10 | -6
CCO[C@H]1OC(C(=O)NC2CC2)=C[C@@H](C2CC2)[C@@H]1CCCO | -4 | 1 | -1 | 1590 | 1 | 8 | -7 | -1 | -2 | -4
CC(C)Cn1cc(C(=O)NC2CCN(Cc3ccccc3)CC2)c2c3ccccc3n(C)c2c1=O | -2 | 1 | -4 | 1605 | 1 | 2 | -10 | 0 | -4 | 7
COc1ccc(N2C(=O)C(Cl)=C(Oc3cccc(OC)c3)C2=O)cc1 | -7 | 1.1 | -10 | 1593 | 1 | 4 | -12 | 2 | -1 | 7
COC(=O)c1cccc(NC(=O)c2cccnc2)c1 | -4 | 1 | -2 | 1594 | 1 | 1 | 2 | -12 | 0 | -1
Fc1ccc(-c2ccc(-c3nn4c(-c5ccco5)nnc4s3)o2)cc1 | 0 | 1 | 3 | 1571 | 0.8 | 4 | -10 | 8 | 16 | 1
COc1ccc(N2CC(C(=O)OCC(=O)c3ccc(C)cc3)CC2=O)cc1 (stereo not given) | -4 | 1 | -9 | 1503 | 1 | -2 | -12 | -8 | 3 | -1
O=C(O)CN=C(NS(=O)(=O)c1ccc(Cl)cc1)c1ccccc1 | -4 | 1 | 0 | 1386 | 0.9 | 0 | -10 | -2 | 8 | -6
CN1CCN(C(=S)NC(=O)c2cccc(S(=O)(=O)N(C)C)c2)CC1 | -6 | 1.1 | -2 | 1875 | 1 | 5 | -12 | 1 | -1 | 5
CCCN(CCC)C(=O)CC(c1ccc(F)cc1)c1ccco1 (stereo not given) | -7 | 1.1 | -3 | 1578 | 0.9 | 4 | -15 | -9 | 7 | 2
O=C(c1cc(S(=O)(=O)N2CCOCC2)ccc1Cl)N1CCN(c2ccccn2)CC1 | -1 | 1 | -3 | 1669 | 1 | 12 | -7 | 6 | -5 | 18

Look-ups from the list:
O=C(CSCc1c(Cl)cccc1Cl)Nc1ccc2c(c1)OCCO2 – bIAP activator: 1
O=C(O)CN=C(NS(=O)(=O)c1ccc(Cl)cc1)c1ccccc1 – bIAP activator: 0.9
Cc1nnc(SCC(=O)N(C(C)C)C(C)C)[nH]c1=O – Efa HMGR inh: -5
O=C1CCCC2(O)C1C(c1cccc(Br)c1)NC(=O)N2Cc1ccccc1 (stereo not given) – TNAP act hiacc: 1

Retrieved by compound from the entries so far:
SMILES | TNAP inh hi DEA | TNAP act hiacc | Efa HMGR inh | SRC2 TRFRET art | bIAP activator | PPARg SRC-2 ag | TNAP inh noacc | PPARg SRC3 recr | bIAP inhibitor | PPARg SRC-1 ag
CCCC(=O)Nc1ccc(Cl)c(NC(=O)C(C)(C)C)c1 | -4 | 1 | 3 | 1578 | 1 | -4 | -11 | 1 | 5 | -4
CCO[C@H]1OC(C(=O)NC2CC2)=C[C@@H](C2CC2)[C@@H]1CCCO | -4 | 1 | -1 | 1590 | 1 | 8 | -7 | -1 | -2 | -4
COc1ccc(N2C(=O)C(Cl)=C(Oc3cccc(OC)c3)C2=O)cc1 | -7 | 1.1 | -10 | 1593 | 1 | 4 | -12 | 2 | -1 | 7

Following part:
SMILES | TNAP inh hi DEA | TNAP act hiacc | Efa HMGR inh | SRC2 TRFRET art | bIAP activator | PPARg SRC-2 ag | TNAP inh noacc | PPARg SRC3 recr | bIAP inhibitor | PPARg SRC-1 ag
N#C/C(=C\c1cccnc1)C(=O)Nc1cccc(Cl)c1 | -5 | 1 | -3 | 1354 | 1 | 2 | -22 | 6 | 0 | 5
Cc1ccc(/C=N/Nc2ccc(C(=O)O)cc2)o1 | -5 | 1 | -9 | 1894 | 0.9 | 12 | -14 | 12 | 7 | 13
CN1CCN(C(=S)Nc2ccc(S(N)(=O)=O)cc2)CC1 | -6 | 1.1 | -3 | 1609 | 1 | 10 | -6 | 2 | 4 | 1
Cc1occc(=O)c1OCc1ccccc1 | -2 | 1 | 4 | 1488 | 1 | -3 | -15 | -2 | 4 | -4
CCOC(=O)C1(CC2CC2)CCN(Cc2ccc(C(=O)OC)cc2)CC1 | -8 | 1.1 | -1 | 1360 | 0.9 | -8 | -9 | -1 | 10 | -7
CC1CCc2c(sc(NC(=O)C(=O)NCc3ccco3)c2C#N)C1 (stereo not given) | 2 | 1 | -6 | 1377 | 1.1 | 4 | -5 | -5 | -6 | 7
O=C(NC1CCCC1)c1sc(=S)n2c1[nH]c(=O)c1ccccc12 | 0 | 1 | 0 | 1365 | 0.9 | -9 | 4 | -5 | 13 | 2
CN(CC(=O)Nc1cccc(F)c1)C(=O)CCCc1cccs1 | 2 | 1 | -5 | 1602 | 1.1 | 3 | -8 | -2 | -9 | 10
CC(=O)CSc1nc(N(C)C)nc(N(C)C)n1 | -3 | 1 | 0 | 1443 | 0.9 | 5 | -6 | 2 | 14 | 0
COc1ccc(C2C(C(=O)Nc3cccc(C)n3)c3ccccc3C(=O)N2C)cc1OC (stereo not given) | -6 | 1.1 | -2 | 1572 | 1 | -1 | -14 | 3 | 0 | 6
Cc1ccc(C(=O)Nc2ccc(Br)c(C(F)(F)F)c2)cc1 | 0 | 1 | -6 | 1507 | 0.9 | 3 | -8 | -2 | 10 | -4
COC(=O)c1sccc1NC(=O)c1ccc(OC)cc1OC | 12 | 0.9 | -4 | 1711 | 0.9 | 17 | -2 | 5 | 7 | -1
CCOc1ccccc1NC(=O)C1=C(C)NC(=O)NC1c1cccs1 (stereo not given) | -11 | 1.1 | 2 | 1746 | 1.1 | -1 | -11 | 7 | -5 | 14
CCOC(=O)Cc1csc(NC(=O)C2CCCCC2C(=O)O)n1 (stereo not given) | -4 | 1 | 2 | 1562 | 0.9 | 9 | -14 | -11 | 13 | 6
CCCCNC(=O)/C(=C\c1ccc([N+](=O)[O-])o1)NC(=O)c1ccccc1 | 2 | 1 | -1 | 1571 | 0.8 | 8 | -2 | 5 | 18 | 5
CCOC(=O)N1CCN(C(=O)CSc2nnc(CNC(=O)c3ccccc3F)o2)CC1 | -3 | 1 | 1 | 1668 | 1 | 7 | -9 | -2 | -1 | 2
CCn1c(Cn2nnc(-c3ccccc3)n2)nnc1SCC(=O)Nc1ccc(C(C)=O)cc1 | -4 | 1 | -5 | 1597 | 1 | 4 | -11 | -1 | 5 | 8
CNC(=S)N(CCc1ccccc1)Cc1cc2cc(OC)c(OC)cc2[nH]c1=O | 4 | 1 | -2 | 1753 | 1 | 9 | -1 | 5 | 2 | 2
COc1ccc(-c2csc(N(CCc3ccc(OC)c(OC)c3)C(=O)COc3ccccc3)n2)cc1 | -2 | 1 | -3 | 2007* | 1 | 3 | -7 | 11 | -4 | 15
O=C(CSc1nnc(-c2ccccc2)n1Cc1ccccc1)N1CCCC1 | -9 | 1.1 | -8 | 1588 | 1 | -6 | -20 | -1 | -1 | 6
Nc1nc(Nc2cccc3ccccc23)nc(C2CCCC2=O)n1 (stereo not given) | -4 | 1 | -4 | 1346 | 1 | 1 | -11 | 0 | 3 | -5
Cc1cccc(C)c1N(CC(=O)NCc1ccc(F)cc1)C(=O)c1csnn1 | -1 | 1 | 0 | 1722 | 0.9 | 4 | -12 | 0 | 6 | 0
COC(=O)c1nnn(-c2nonc2N)c1CSc1nc2ccccc2o1 | -4 | 1 | 1 | 1625 | 1 | 5 | -9 | 2 | -1 | 5
COCCCNC(=O)CCCn1c(=O)[nH]c2ccccc2c1=O | -4 | 1 | 3 | 1492 | 1 | 2 | 2 | -3 | 4 | -3
Cn1nnc2cc(C(=O)N3CCCCCC3)ccc21 | -2 | 1 | 5 | 1499 | 0.5 | 8 | -15 | 2 | 48 | 2
SMILES | TNAP inh hi DEA | TNAP act hiacc | Efa HMGR inh | SRC2 TRFRET art | bIAP activator | PPARg SRC-2 ag | TNAP inh noacc | PPARg SRC3 recr | bIAP inhibitor | PPARg SRC-1 ag
COc1ccccc1-c1nnc(SC2CCc3ccccc3NC2=O)s1 (stereo not given) | -4 | 1 | 9 | 2323* | 0.7 | 69* | -12 | 42* | 34 | 31*
COc1ccc(S(=O)(=O)N(c2onc(C)c2Cl)S(=O)(=O)c2ccc(OC)c(OC)c2)cc1OC | -2 | 1 | 1 | 1641 | 1 | 3 | 3 | -6 | 0 | 1
Cc1nc(SCC(=O)CC(=O)OC(C)C)c(C#N)c(C)c1C | 3 | 1 | -3 | 1309 | 0.9 | 2 | -6 | -4 | 14 | 0
CCCn1c(SCC(=O)c2ccc3c(c2)OCCO3)nc2c1c(=O)n(C)c(=O)n2C | 4 | 1 | -1 | 1529 | 1 | 7 | -1 | -4 | 0 | 0
O=C(COC(=O)c1cccs1)NCCC1=CCCCC1 | -2 | 1 | 2 | 1611 | 1 | 3 | -11 | 2 | 2 | 0
COc1ccc(NC(=O)c2cc(C)on2)cc1OC | 0 | 1 | 1 | 1345 | 0.9 | 11 | -8 | -8 | 7 | 1
